Assay outcomes: PubChem BioAssay, Sanford-Burnham Center for Chemical Genomics
mIAP block – inhibitors of mouse IAP, primary screen, biochemical, luminescence, uHTS. AID 2806, 2010. intestinal alkaline phosphatase [Mus musculus]. inhibition, % at 10 µM. 0.2% of 330,000 active. purified mouse IAP, CDP-Star luminescence, 30 min;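 active means inhibition of at least 40% at 10 µM in the primary screen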;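 further: plate controls were DMSO with enzyme for no effect and no enzyme wells for full effect; values of inactives mirror those of a sister screen read the other way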
A3A deaminase – APOBEC3A ssDNA deaminase inhibitors, primary screen, selectivity assay for APOBEC3G inhibitor project, biochemical, FAM/TAMRA oligo cleavage fluorescence | 0.41% of 330,000 active | AID 493011, 2011 | inhibition, % at 20 µM | recombinant A3A, FAM/TAMRA ssDNA deamination fluorescence;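 active means at least 40% inhibition at 20 µM here, with at most 30% in a related deaminase screen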;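 further: plate controls were A3A with DMSO for no effect and wells lacking A3A enzyme for full effect; some results filed as inactive read as strong as hits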
Target sequence (P31941 whole entry, looked up): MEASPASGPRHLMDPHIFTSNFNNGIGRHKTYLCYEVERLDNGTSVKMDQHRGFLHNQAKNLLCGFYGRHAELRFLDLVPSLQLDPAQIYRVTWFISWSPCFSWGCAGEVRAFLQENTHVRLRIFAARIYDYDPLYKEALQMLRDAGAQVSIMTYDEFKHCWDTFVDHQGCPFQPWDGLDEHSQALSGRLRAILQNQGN
beta cell repl – inducers of MIN6 beta-cell proliferation, primary screen, ATP luminescence, uHTS; proliferation, % at 10 µM; AID 2380, 2010; 0.29% of 330,000 active; MIN6 cells proliferation, ATPlite luminescence, 48 h; cells starved in 0.2% serum; 100% = growth in 10% serum;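 active means compounds whose signal lies at least 3.5 SD above the mean of all wells on their plate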;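 further: 0% = DMSO-treated cells in low-serum medium and 100% = 10% serum control; some compounds called inactive have numbers as strong as hits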
hIAP act – human IAP activators, primary screen, biochemical, luminescence, uHTS. AID 2524, 2010. 0.16% of 330,000 active. activation factor at 10 µM. Intestinal-type alkaline phosphatase (Homo sapiens), P09923. purified human IAP, CDP-Star luminescence, 30 min; active compounds read high; 1 = vehicle-only enzyme, 0 = enzyme-free background;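 active means activation factor of the enzyme at least 2-fold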; further: the source names both 10 and 20 µM as test concentration; values of inactives mirror those of a sister screen read the other way
Target sequence (P09923 whole entry, looked up): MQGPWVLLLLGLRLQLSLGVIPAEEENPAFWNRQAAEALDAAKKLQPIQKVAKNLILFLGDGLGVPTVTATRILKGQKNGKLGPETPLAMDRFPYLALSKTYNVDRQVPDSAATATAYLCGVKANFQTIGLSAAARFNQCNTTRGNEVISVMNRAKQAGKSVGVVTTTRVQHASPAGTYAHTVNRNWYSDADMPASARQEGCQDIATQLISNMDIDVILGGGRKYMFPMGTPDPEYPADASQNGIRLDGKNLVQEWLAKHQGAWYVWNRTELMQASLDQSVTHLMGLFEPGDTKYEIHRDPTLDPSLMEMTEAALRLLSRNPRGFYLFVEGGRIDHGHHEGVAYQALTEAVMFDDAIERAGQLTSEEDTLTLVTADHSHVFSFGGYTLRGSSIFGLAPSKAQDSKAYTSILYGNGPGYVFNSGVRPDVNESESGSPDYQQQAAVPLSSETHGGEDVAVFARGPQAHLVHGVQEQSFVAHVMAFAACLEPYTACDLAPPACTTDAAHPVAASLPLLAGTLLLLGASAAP
A3G deaminase – APOBEC3G DNA deaminase inhibitors, primary screen, biochemical, fluorescence, single-stranded DNA substrate, uHTS. 0.28% of 330,000 active. inhibition, % at 20 µM. AID 493012, 2011. DNA dC->dU-editing enzyme APOBEC-3G (Homo sapiens), Q9HC16. recombinant A3G, ssDNA deamination FAM/TAMRA fluorescence;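 active means inhibition of at least 40% at 20 µM, with no more than 30% in the related APOBEC3A deaminase screen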;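 further: plate controls were DMSO wells with A3G for no effect and wells lacking A3G enzyme for full effect; some compounds called inactive have numbers as strong as hits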
mIAP act – activators of mouse IAP, primary screen, biochemical, luminescence, uHTS; intestinal alkaline phosphatase [Mus musculus]; muIAP, CDP-Star luminescence, 30 min; active compounds read high; 1 = vehicle-only enzyme signal, 0 = enzyme-free wells; activation factor at 10 µM; 0.24% of 330,000 active; AID 2805, 2010;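 active means activation factor of at least 2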; further: the source names both 10 and 20 µM as test concentration; values of inactives mirror those of a sister screen read the other way
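also added = chemiluminescent substrate CDP-Star | test system = mouse IAP enzyme | signal = chemiluminescence readout | compound = DMSO-dissolved test compounds | incubation = 30 min at room temperature | benchmarks = DMSO wells, no-enzyme wells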
MPTP block – mitochondrial permeability transition pore inhibitors, primary screen, biochemical, isolated mouse mitochondria, absorbance | Ca2+ swelling absorbance, 30 min | 1.4% of 360,000 active | inhibition, % at 10 µM;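 active means inhibition of 50% or more, scaled per plate between neutral and stimulator controls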;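 further: 0% = DMSO wells given calcium and 100% = 1 mM EGTA wells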
hIAP inh – human IAP inhibitors, primary screen, biochemical, luminescence, uHTS. purified IAP, CDP-Star luminescence, 30 min. inhibition, % at 10 µM. 0.12% of 330,000 active;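 active means inhibition reaching a set limit with compound at 10 µM in the primary screen, cut at about 35% in these data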;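 further: plate controls were DMSO wells with enzyme for no effect and no-enzyme buffer wells for full effect; values of inactives mirror those of a sister screen read the other way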
GRIN3A LBD mod – binders of NR3A ligand-binding domain, primary screen, biophysical, differential scanning fluorimetry, uHTS; Tm shift relative to glycine control, % at 25 µM; 2.5% of 340,000 active; NR3A LBD differential scanning fluorimetry, Tm shift; 0% = protein alone, 100% = glycine-bound protein; AID 1259313, 2017;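 active means melting temperature shift of at least 10% of the positive control shift, at one fixed dose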
Active calls of the source: *; . = no result given; & = joins results of further samples.

SMILES | mIAP block | A3A deaminase | beta cell repl | hIAP act | A3G deaminase | mIAP act | MPTP block | hIAP inh | GRIN3A LBD mod
O=C(Cn1c(=O)n(CCCC(=O)NC2CCCC2)c(=O)c2ccccc21)NCCC1=CCCCC1 | -2 | 0 | 1 | 1.1 | -5 | 1 | -4.7 | -5 | 2
Cc1ccc(NC(=O)C(C)Sc2nnc(C)n2CC2CCCO2)cc1 (stereo not given) | -1 | -3 | 0 | 1 | -2 | 1 | -1.8 | -5 | 1
Cc1ccc(OCCCCCCN2CCNCC2)c(Br)c1 | 2 | -3 | -4 | 0.94 | -9 | 0.97 | -0.2 | 6 | -1
C[N+]1(CCCOC(=O)C2(c3ccccc3)CCCC2)CCOCC1 | -9 | 85* | -3 | 1.1 | 28 | 1.1 | 0.3 | -7 | -8
Cc1ccc2[nH]c(C(=O)N3CCN(C=O)CC3)cc2c1 | -3 | 1 | 0 | 0.97 | 3 | 1 | 1.9 | 3 | -3
CCO[C@H]1OC(C(=O)N2CCCCCCC2)=C[C@@H](c2ccccc2)[C@@H]1CCCO | -2 | -3 | 8 | 0.98 | -10 | 1 | -0.3 | 2 | 2
COc1ccc(/C=C2\SC(=Nc3ccccc3OC)NC2=O)cc1 | -5 | -4 | -4 | 1.4 | -4 | 1 | 1.3 | -40 | -1
CC(=O)Nc1cccc(-c2csc(Nc3cc(C)ccn3)n2)c1 | -13 | -6 | -3 | 1.2 | -4 | 1.1 | 1.6 | -16 | 10*
COc1cccc(-n2nnc3c(=O)n(Cc4ccc(Br)cc4)cnc32)c1 | 10 | 8 | -5 | 0.94 | 4 | 0.9 | 1.3 | 6 | -6
Cc1ccc(NC2CCCN(C(=O)c3cn4cccc(C)c4n3)C2)cc1C (stereo not given) | -2 | -3 | -2 | 1.3 | -7 | 1 | -0.1 | -25 | 0
CCCSc1nnc(NC(=O)c2nc(SC)ncc2Cl)s1 | 1 | -6 | -2 | 0.93 | -5 | 0.99 | -0.3 | 8 | 0
O=C(c1ccc2c(c1)OCO2)C1CCCN(C(=O)NCc2ccccc2)C1 (stereo not given) | -4 | -2 | 2 | 1 | -2 | 1 | 1.8 | -3 | -1

Retrieved by structure from above, 4 records:
SMILES | mIAP block | A3A deaminase | beta cell repl | hIAP act | A3G deaminase | mIAP act | MPTP block | hIAP inh | GRIN3A LBD mod
CC(=O)Nc1cccc(-c2csc(Nc3cc(C)ccn3)n2)c1 | -13 | -6 | -3 | 1.2 | -4 | 1.1 | 1.6 | -16 | 10*
Cc1ccc2[nH]c(C(=O)N3CCN(C=O)CC3)cc2c1 | -3 | 1 | 0 | 0.97 | 3 | 1 | 1.9 | 3 | -3
Cc1ccc(OCCCCCCN2CCNCC2)c(Br)c1 | 2 | -3 | -4 | 0.94 | -9 | 0.97 | -0.2 | 6 | -1
COc1cccc(-n2nnc3c(=O)n(Cc4ccc(Br)cc4)cnc32)c1 | 10 | 8 | -5 | 0.94 | 4 | 0.9 | 1.3 | 6 | -6

(continued)
SMILES | mIAP block | A3A deaminase | beta cell repl | hIAP act | A3G deaminase | mIAP act | MPTP block | hIAP inh | GRIN3A LBD mod
COc1ccc(NC(=O)C2CCN(c3ncnc4c3nc3n4CCCCC3)CC2)c(OC)c1 | 2 | 1 | -4 | 0.84 | 3 | 0.98 | 0.4 | 16 | -3
COCCSc1ccccc1C(=O)Nc1ccc(Br)cc1 | 2 | 0 | -1 | 1.1 | 5 | 0.98 | -1.2 | -5 | 1
Cc1ccc(NC(=O)COC(=O)CC2SC(N3CCCC3)=NC2=O)cc1 (stereo not given) | 0 | 4 | 0 | 0.93 | 3 | 1 | 0.8 | 7 | 2
COc1ccc(CC(=O)NCc2n[nH]c(=S)n2-c2cccc(C)c2)cc1 | 3 | -6 | -1 | 1.1 | 3 | 0.97 | 0.7 | -5 | 0
Cc1ccc(SCC(=O)NCc2cccnc2)cc1 | -6 | 0 | -3 | 1 | -4 | 1.1 | -0.3 | -1 | 1
COc1ccc(S(=O)(=O)NC2CCSc3ccccc32)cc1NC(C)=O (stereo not given) | 3 | -4 | 0 | 0.99 | -9 | 0.97 | -1.0 | 1 | 1
CN(CCCC1CCCC1)C(=O)CCc1nnc(-c2ccccc2)o1 | 6 | 2 | -2 | 0.97 | 3 | 0.94 | -1.3 | 3 | -1
CSc1nnc(C)c(=O)[nH]1 | -5 | -2 | 8 | 0.91 | -7 | 1 | -1.3 | 9 | -1
C=CCN(C(=O)CNS(=O)(=O)c1ccccc1)C(C(=O)NCCOC)c1cccnc1 (stereo not given) | -3 | -5 | -1 | 0.97 | -11 | 1 | 1.0 | 3 | -2
COc1ccc(OCC(=O)NC(=S)NNC(=O)COc2ccc(Br)cc2Cl)cc1 | 21 | 45 | -4 | 1.3 | 48 | 0.79 | -2.4 | -31 | -7
CN1/C(=C\C(=O)COC(=O)c2ccc(O)c(O)c2)C(C)(C)c2ccccc21 | 5 | -4 | -5 | 0.86 | -5 | 0.95 | . | 14 | -4
Cc1cccc(OCC(=O)O/N=C(\N)c2ccc(Cl)cc2)c1 | 2 | 1 | -1 | 1.1 | -2 | 0.98 | 0.2 | -7 | 1

Look-ups from the list.
mIAP block result of CN1/C(=C\C(=O)COC(=O)c2ccc(O)c(O)c2)C(C)(C)c2ccccc21 = 5
hIAP act result of Cc1cccc(OCC(=O)O/N=C(\N)c2ccc(Cl)cc2)c1 = 1.1
A3A deaminase result of CSc1nnc(C)c(=O)[nH]1 = -2

Further entries follow:
SMILES | mIAP block | A3A deaminase | beta cell repl | hIAP act | A3G deaminase | mIAP act | MPTP block | hIAP inh | GRIN3A LBD mod
Cc1ccc(-n2nc(C)c3c(C)c(CCC(=O)NCCCOC(C)C)c(C)nc32)cc1 | -10 | 2 | -1 | 1.1 | 0 | 1.1 | 1.1 | -10 | -2
CC1CCN(S(=O)(=O)c2ccc(C(=O)Nc3ccccn3)cc2)CC1 | 2 | -2 | -2 | 0.92 | -7 | 0.98 | 0.9 | 8 | .
COc1ccc(CC(=O)N(CCC2=CCCCC2)c2c(N)n(Cc3ccccc3)c(=O)[nH]c2=O)cc1OC | -3 | 4 | -2 | 0.99 | 3 | 1 | -2.1 | 1 | 0
S=C(Nc1cccc(Cl)c1)N1CCN(c2ccccn2)CC1 | -8 | -6 | -2 | 1 | -7 | 1.1 | 0.5 | -4 | 1
CCOCCCNC(=O)CC1Oc2ccc(C)cc2NC1=O (stereo not given) | 2 | -2 | -2 | 0.95 | -7 | 0.98 | -1.8 | 5 | 1
Cc1ccnc(NC(=O)CCCOc2cc(=O)n(C)c3ccccc23)c1 | 5 | 1 | -2 | 0.97 | 0 | 0.95 | -0.5&1.2 | 2 | -2
CCC(Oc1ccccc1)C(=O)Nc1ccccc1C(=O)N1CCOCC1 (stereo not given) | -6 | 0 | 2 | 0.96 | -4 | 1.1 | -1.4 | 4 | 13*
Cc1n[nH]c(C)c1S(=O)(=O)Nc1ccc2c(c1)OCCO2 | 2 | 2 | -1 | 0.94 | -8 | 0.98 | -1.8 | 6 | 0
O=C(CSc1ccccc1)Nc1nnc(-c2ccco2)o1 | 8 | 1 | -1 | 1.1 | -1 | 0.92 | -1.3 | -7 | .
CCOc1ccccc1NC(=O)CSc1nc(=O)n(CCCN2CCOCC2)c2c1CCCC2 | 2 | -4 | 7 | 0.87 | -6 | 0.98 | -2.3 | 13 | 1
CCOc1ccccc1-n1nnnc1SCC(=O)O | 5 | 5 | -4 | 1 | 0 | 0.95 | 2.0 | -1 | 2
O=C(CSc1ncccn1)n1c2c(c3ccccc31)CCCC2 | 8 | -4 | 1 | 1.2 | -9 | 0.92 | 2.0 | -16 | -45
Cc1ccc2nc(-c3ccc(NC(=O)CN4CCN(C(=O)c5ccco5)CC4)cc3)sc2c1 | 16 | 3 | -5 | 0.85 | -1 | 0.84 | 1.5 | 15 | -3
Cc1ccccc1C(=O)c1cccn1CC(=O)NCCC1=CCCCC1 | -3 | 3 | -3 | 1.1 | 1 | 1 | -0.9 | -8 | -1
O=C(NCc1ccc(F)cc1)C1CCCN1C(=O)Nc1cccc(F)c1 (stereo not given) | 0 | -2 | 0 | 0.68 | -2 | 1 | -0.8 | 32 | 0
COc1ccc(S(=O)(=O)Nc2cccc3c2O[C@H](CN(C)S(=O)(=O)c2cccs2)[C@@H](C)CN([C@H](C)CO)C3=O)cc1 | -11 | 1 | -2 | 1.1 | 15 | 1.1 | 0.9 | -14 | -3
CCOC(=O)C1(CCOc2ccccc2)CCN(Cc2ccc(-n3cccn3)cc2)CC1 | 2 | 1 | -5 | 1 | -4 | 0.98 | -0.7 | -1 | 1
COc1ccc(CCNC(=O)C2CCCN(c3ncnc4c3nc3n4CCCCC3)C2)c(OC)c1 (stereo not given) | 7 | -3 | 2 | 1.2 | -4 | 0.93 | 0.4 | -16 | -2
CCOC(=O)C1(Cc2ccccc2C(F)(F)F)CCN(C(C)CSC)CC1 (stereo not given) | -2 | -5 | 0 | 1 | -7 | 1 | 3.6 | -1 | 0
CC(=O)CSc1ccc(-c2nc3ccccc3[nH]2)cn1 | 2 | -4 | -4 | 1.2 | -6 | 0.98 | -0.8 | -16 | -13
O=C(O)C1CCN(c2ncccn2)CC1 | -8 | 3 | 1 | 1 | 0 | 1.1 | -0.6 | -3 | 2
COCCCNC(=S)Nc1ccc(C)cc1[N+](=O)[O-] | -7 | -2 | -1 | 1.1 | -6 | 1.1 | -0.3 | -13 | -1
C/C(=N/NC(=O)c1cc(C)[nH]n1)c1ccncc1 | 7 | 0 | 2 | 0.88 | 0 | 0.93 | 0.1 | 12 | -1
Cc1ccc(-c2nn(Cc3ccccc3)cc2/C=C/C(=O)O)cc1 | -9 | -3 | -4 | 1.2 | -2 | 1.1 | 1.6 | -15 | -1
O=C(c1cc(-c2ccccc2)n[nH]1)N1CCc2c([nH]c3ccccc23)C1c1ccccn1 (stereo not given) | -31 | 2 | -5 | 1.6 | 0 | 1.3 | 0.2 | -62 | -3
CCOC(=O)C(CCCCCOc1ccccc1[N+](=O)[O-])C(=O)OCC | 0 | -5 | -1 | 0.93 | -6 | 1 | -0.3 | 7 | 2

Arranged by molar mass (largest number first): part of the list above.
SMILES | mIAP block | A3A deaminase | beta cell repl | hIAP act | A3G deaminase | mIAP act | MPTP block | hIAP inh | GRIN3A LBD mod
Cc1ccc2nc(-c3ccc(NC(=O)CN4CCN(C(=O)c5ccco5)CC4)cc3)sc2c1 | 16 | 3 | -5 | 0.85 | -1 | 0.84 | 1.5 | 15 | -3
O=C(NCc1ccc(F)cc1)C1CCCN1C(=O)Nc1cccc(F)c1 (stereo not given) | 0 | -2 | 0 | 0.68 | -2 | 1 | -0.8 | 32 | 0
Cc1ccc(-c2nn(Cc3ccccc3)cc2/C=C/C(=O)O)cc1 | -9 | -3 | -4 | 1.2 | -2 | 1.1 | 1.6 | -15 | -1
